Mtb UGM inh – inhibitors of M. tuberculosis UDP-galactopyranose mutase. inhibition, % at 10 µM. purified UGM, fluorescence polarization probe displacement. AID 504406. P9WIQ1. 320,000 tested, 0.06% active; in the data active means inhibition above about 10%, passing the limit was not always enough; inconclusive means no clear call, values can overlap the other calls
Target sequence (P9WIQ1 whole entry, looked up): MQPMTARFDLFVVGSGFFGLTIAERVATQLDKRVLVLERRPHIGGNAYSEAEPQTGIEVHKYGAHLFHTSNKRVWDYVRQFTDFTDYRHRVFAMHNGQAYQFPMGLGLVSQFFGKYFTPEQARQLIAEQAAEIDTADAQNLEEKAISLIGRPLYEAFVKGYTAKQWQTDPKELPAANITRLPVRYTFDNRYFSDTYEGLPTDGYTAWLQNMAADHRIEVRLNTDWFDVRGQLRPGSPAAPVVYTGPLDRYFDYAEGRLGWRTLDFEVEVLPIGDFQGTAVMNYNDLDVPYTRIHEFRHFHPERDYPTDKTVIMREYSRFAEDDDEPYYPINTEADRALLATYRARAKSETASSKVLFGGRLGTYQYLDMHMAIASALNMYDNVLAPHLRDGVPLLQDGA
Rv3671c protease – inhibitors of M. tuberculosis serine protease Rv3671c | P9WHR9 | inhibition, % at 5.96 µM | 320,000 tested, 0.048% active | AID 2606; in the data active means inhibition above about 38%;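 further: extracellular domain of Rv3671c used as enzyme; 0% = enzyme with DMSO and 100% = no enzyme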
MazEF act – increases E. coli MazEF RNase cleavage of RNA. P0AE70. FAM/BHQ RNA-DNA oligo cleavage fluorescence, 5 h. activation, % at 20 µM. 350,000 tested, 0.32% active. AID 504720; in the data active means activation above about 50%
Target sequence (P0AE70 whole entry, looked up): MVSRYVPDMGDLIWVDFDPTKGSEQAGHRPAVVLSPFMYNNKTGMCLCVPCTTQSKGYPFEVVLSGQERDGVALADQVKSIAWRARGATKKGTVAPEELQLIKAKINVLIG
GDH-TPI counter – GDH-TPI coupled enzyme inhibition counter-screen | GDH-TPI coupled enzyme counterscreen, NADH absorbance | 360,000 tested, 1.2% active | AID 588335 | inhibition, % at 4.8 µM; in the data active means inhibition above about 30%;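 further: 0% = DMSO wells and 100% = wells lacking the enzyme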
BoNT F protease – inhibitors of Botulinum neurotoxin F light chain protease; Multiplex microsphere protease cleavage assay, flow cytometry; inhibition, % at 10 µM; 360,000 tested, 0.22% active; AID 588497; in the data active means inhibition above about 35%, passing the limit was not always enough; inconclusive means no clear call, values can overlap the other calls; further: plate controls were buffer without enzyme for full effect and enzyme alone for no effect
FadD28 FP inh – blocks FadD28 binding to the bisubstrate probe; fluorescence polarization; inhibition, % at 12.5 µM; 360,000 tested, 0.22% active; AID 588549; in the data active means inhibition above about 8.5%, passing the limit was not always enough; inconclusive means no clear call, values can overlap the other calls
PrPC TRFRET – reduces human prion protein on the cell surface; inhibition, % at 13.8 µM; P04156; cell surface PrPC, TR-FRET read-out; 370,000 tested, 0.43% active; in the data active means inhibition above about 24%; further: 0% = median of the test wells and 100% = reference compound wells
FBA Mtb inh – inhibitors of M. tuberculosis fructose-bisphosphate aldolase; P9WQA3; 360,000 tested, 2.3% active; inhibition, % at 1 µM; purified M. tuberculosis FBA, fluorescence read-out; in the data active means inhibition above about 27%;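 further: 0% = vehicle and 100% = reference inhibitor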
Target sequence (P9WQA3 whole entry, looked up): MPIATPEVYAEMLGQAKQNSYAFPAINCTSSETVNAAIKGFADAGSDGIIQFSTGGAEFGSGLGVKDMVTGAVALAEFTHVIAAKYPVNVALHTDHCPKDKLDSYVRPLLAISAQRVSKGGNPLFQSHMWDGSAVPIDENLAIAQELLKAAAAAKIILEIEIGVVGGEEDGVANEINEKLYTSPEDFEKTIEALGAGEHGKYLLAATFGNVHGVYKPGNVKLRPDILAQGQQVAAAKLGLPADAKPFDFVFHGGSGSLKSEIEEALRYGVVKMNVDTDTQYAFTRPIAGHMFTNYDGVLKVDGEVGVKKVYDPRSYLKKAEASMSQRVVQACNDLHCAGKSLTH
Mtb BioA inh – BioA (M. tuberculosis) enzyme inhibition | purified M. tuberculosis BioA enzyme, plate reader | inhibition, % at 9.99 µM | 360,000 tested, 0.096% active | AID 602481; in the data active means inhibition above about 40%; inconclusive means no clear call, values can overlap the other calls
The depositor's hits bear a star; ? = inconclusive; . = not tested or not shown. This is a random part of the collection; about 4.8% have a hit in one of these screens.

Codes – A = Mtb UGM inh; B = Rv3671c protease; C = MazEF act; D = GDH-TPI counter; E = BoNT F protease; F = FadD28 FP inh; G = PrPC TRFRET; H = FBA Mtb inh; I = Mtb BioA inh
Cc1ccc(C(=O)N/N=C\C=C\c2ccccc2[N+](=O)[O-])cn1
  A = 1.0	B = 3	C = 1	D = 21	E = -1	F = -1.9	G = -36	H = -1	I = .

O=C(O)CCCCCNc1nc(=S)[nH]c2ccccc12
  A = 1.5	B = -17	C = 6	D = 17	E = 6	F = -4.3	G = -1	H = -2	I = -0.5

CCOc1ccccc1/C=C/C(=O)N1CCN(C(=O)c2ccco2)CC1
  A = -1.0	B = 3	C = 6	D = 24	E = -4	F = 1.3	G = -6	H = 5	I = -0.5

CC(C(=O)O)n1cc(Cl)cn1 (stereo not given)
  A = -1.1	B = -7	C = -2	D = 3	E = -3	F = 0.2	G = -1	H = 0	I = .

COc1ccc(CCN2C(=O)C3C4C=CC(C3C2=O)C2C(=O)N(CCc3ccc(OC)c(OC)c3)C(=O)C42)cc1OC (stereo not given)
  A = 2.9	B = -6	C = -1	D = 1	E = 2	F = -1.8	G = .	H = 1	I = -0.4

CCn1c(SCc2ccc(Cl)cc2Cl)nc2nc3c(cc2c1=O)CCCC3
  A = 1.1	B = 6	C = 6	D = 7	E = 16	F = -3.3	G = -1	H = -1	I = -0.2

O=C(CSc1nc2ccccc2[nH]1)NCc1ccc2c(c1)OCO2
  A = .	B = -8	C = -6	D = 1	E = -10	F = 1.0	G = 1	H = -3	I = .

CCn1c(SCC(=O)N(C)C2CCCCC2)nc2cc(S(N)(=O)=O)ccc21
  A = .	B = 4	C = -2	D = 0	E = -3	F = -2.3	G = 0	H = -1	I = 1.1

COC(=O)Cc1c(C)nc2nc(-c3cccnc3)[nH]n2c1=O
  A = 3.5	B = -1	C = 3	D = -7	E = -2	F = -2.9	G = 0	H = 4	I = -0.1

Cc1ccc(-c2cc(C(=O)NCCCN3CCOCC3)c3ccccc3n2)cc1
  A = 0.7	B = -4	C = -5	D = 13	E = 2	F = -1.4	G = -10	H = 50*	I = -0.2

CC(=O)Cn1c(CN2CCN(C(=O)c3ccco3)CC2)nc2c1c(=O)n(C)c(=O)n2C
  A = 1.2	B = -3	C = 3	D = 1	E = 2	F = 1.5	G = -5	H = -2	I = -1.6

COc1ccc(C(c2c(C)[nH]n(-c3ccccc3)c2=O)c2c(C)[nH]n(-c3ccccc3)c2=O)cc1OC
  A = 0.6	B = -214	C = 7	D = -4	E = -3	F = -3.2	G = -4	H = -3	I = 3.4

O=C(CCCCl)Nc1c2c(nn1-c1ccccc1)CSC2
  A = -0.5	B = -5	C = 10	D = 3	E = -4	F = -4.2	G = -4	H = -2	I = -0.1

CC(=O)N[C@H]1C[C@@H]1c1ccccc1
  A = 2.2	B = -1	C = 9	D = -7	E = -11	F = -2.5	G = 11	H = 6	I = -0.9

CNC(=S)Nc1cccc(C(=O)OC)c1
  A = -0.6	B = 4	C = 8	D = -2	E = 4	F = -1.9	G = 0	H = 0	I = 1.3

The list goes on:
Codes – A = Mtb UGM inh; B = Rv3671c protease; C = MazEF act; D = GDH-TPI counter; E = BoNT F protease; F = FadD28 FP inh; G = PrPC TRFRET; H = FBA Mtb inh; I = Mtb BioA inh
Cc1ccc(S(=O)(=O)N2CCN(C(=O)c3cc(S(=O)(=O)N(C)C)ccc3N3CCCC3)CC2)cc1
  A = 3.0	B = 3	C = 3	D = 6	E = 5	F = -0.1	G = -4	H = -2	I = -1.1

COc1cccc(NC(=O)COC(=O)c2nc3nccc(C)n3n2)c1
  A = -3.2	B = -3	C = 4	D = 7	E = -5	F = -0.8	G = 5	H = 3	I = -0.5

CCCN1C(=O)/C(=C/c2ccc(OCc3ccc(C(=O)O)cc3)c(OC)c2)NC1=S
  A = 4.0	B = -4	C = 7	D = 6	E = .	F = -1.7	G = 7	H = -1	I = 0.9

CC(C)Oc1ccc(C(=O)N/N=C/c2ccc(-c3ccc(S(=O)(=O)Nc4ncccn4)cc3)o2)cc1
  A = 2.0	B = -2	C = 2	D = 50*	E = -10	F = -8.6	G = -3	H = 31*	I = .

COc1ccc(C(=O)NN=C2CCCC2)cc1
  A = -0.6	B = 3	C = -10	D = 1	E = ?	F = -4.1	G = -3	H = -1	I = 0.3

COc1ccc(F)c(CN2CCN(CCc3ccccc3)C(CCO)C2)c1 (stereo not given)
  A = -3.0	B = -4	C = -4	D = 17	E = 9	F = -2.6	G = -4	H = 0	I = -1.3

CCOC(=O)c1cc2occc2n1CC(=O)NC1CCC(C)CC1 (stereo not given)
  A = 1.4	B = -4	C = -3	D = -1	E = -8	F = -0.1	G = 0	H = -3	I = -0.7

CCCc1nc2c(nnn2Cc2ccccc2Cl)c(=O)[nH]1
  A = 0.1	B = -1	C = 4	D = 10	E = 3	F = 0.2	G = -2	H = 0	I = .

O=C(CC1SC(=Nc2ccccc2)N(CCCO)C1=O)Nc1ccc(Cl)cc1 (stereo not given)
  A = 4.0	B = -16	C = 15	D = 11	E = -7	F = -1.6	G = .	H = 0	I = 2.0

Cc1cc(C)nc(SCc2nnc(SCC(=O)O)n2-c2ccccc2)n1
  A = 0.1	B = 16	C = 0	D = -1	E = 1	F = -1.0	G = 6	H = 0	I = 1.8

COc1ccc(C)cc1Nc1n[n+](C)c(-c2ccc(O)cc2O)s1
  A = 3.3	B = -5	C = -3	D = 4	E = -3	F = -3.1	G = 1	H = 1	I = -0.8

CC(C)N(C(=O)C(F)(F)F)C(C(=O)NC1CCCCC1)c1ccncc1 (stereo not given)
  A = 0.4	B = 0	C = 7	D = 5	E = 8	F = -2.9	G = -4	H = -12	I = .

CN(C)c1ccc(S(=O)(=O)N(C)C)cc1NC(=O)Cc1cccc2ccccc12
  A = 3.1	B = 4	C = 8	D = 5	E = 12	F = -2.8	G = 4	H = 3	I = -0.7

CC(=O)Nc1ccc(NC(=O)c2cccc(C(=O)OC(C)C)n2)cc1
  A = 2.6	B = -4	C = -1	D = 8	E = -29	F = 0.2	G = -9	H = 4	I = 1.2

Cc1ccc(S(=O)(=O)NCC(=O)OCCOc2ccc(Br)cc2)cc1
  A = 1.8	B = 0	C = 5	D = -6	E = 2	F = -4.6	G = -3	H = -2	I = -0.8

Other entries follow:
Codes – A = Mtb UGM inh; B = Rv3671c protease; C = MazEF act; D = GDH-TPI counter; E = BoNT F protease; F = FadD28 FP inh; G = PrPC TRFRET; H = FBA Mtb inh; I = Mtb BioA inh
COc1ccc(CN2Cc3cc(-c4ccccc4)ccc3-n3nncc3C2)cc1
  A = .	B = .	C = .	D = .	E = -7	F = -4.7	G = -4	H = 1	I = -0.9

Cc1ccnc(NC(=O)CCC(=O)N(CC(=O)NC(C)(C)C)Cc2ccc3c(c2)OCO3)c1
  A = -2.0	B = 3	C = 6	D = 1	E = -22	F = -0.7	G = -7	H = 2	I = .

CC(C)N1CCN(Cc2ccc3c(c2)OCCO3)CC1CCO (stereo not given)
  A = -1.7	B = 9	C = 6	D = 5	E = -3	F = -1.9	G = 1	H = 4	I = 2.4

CCc1cc2cccc(C)c2nc1SCC(=O)NC1CCCC1
  A = -2.3	B = 2	C = 11	D = -3	E = 37*	F = -1.7	G = 5	H = 1	I = 16

CC(=O)Nc1cc(-c2cccc(F)c2)cn2c(-c3ccc(S(C)(=O)=O)cc3)cnc12
  A = .	B = .	C = .	D = 13	E = -6	F = -2.0	G = -3	H = 71*	I = 0.6

CC1(C)CC(N(CCc2ccccc2)Cc2ccccc2)CCO1 (stereo not given)
  A = 5.2	B = 7	C = -4	D = -4	E = -13	F = -0.7	G = 6	H = -4	I = 0.1

COc1cccc(NC(=O)Cc2ccc3ccccc3c2)c1
  A = -1.0	B = -6	C = 1	D = 21	E = ?	F = -1.2	G = 9	H = -2	I = 3.2

CCc1nnc(NC=C2C(=O)OC(C)(C)OC2=O)s1
  A = 0.4	B = 0	C = 2	D = 13	E = -1	F = 0.3	G = -1	H = -1	I = -1.4

CC1=C(C(=O)OCc2ccccc2)C(c2ccccc2)NC(=O)N1CCCCCC(=O)O (stereo not given)
  A = -2.2	B = 3	C = -5	D = -7	E = 3	F = -2.4	G = 4	H = 4	I = 2.9

O=C(NCCCCc1ccccc1)c1cccc(NC(=O)C2CCCCC2)c1
  A = .	B = .	C = -2	D = -5	E = -8	F = -2.5	G = 8	H = 0	I = -0.8

O=C(Cn1nnc2ccccc2c1=O)N1CCOCC1
  A = 0.4	B = 12	C = 4	D = -1	E = 5	F = -3.1	G = 2	H = 1	I = .

COc1ccc(CN(C)CC(=O)Nc2sc3c(c2C#N)CCC3)c(OC)c1
  A = 1.9	B = -13	C = -9	D = 3	E = -4	F = -4.6	G = -13	H = -6	I = .

O=S(=O)(Cc1ccc(Cl)cc1)N1CCN(Cc2ccccc2)CC1
  A = 0.8	B = 0	C = 0	D = -3	E = -3	F = -2.2	G = .	H = 0	I = .

Cn1cc(CN2CCC(n3nccc3NC(=O)c3ccccc3Cl)CC2)cn1
  A = 2.7	B = -6	C = 5	D = -1	E = 1	F = -2.6	G = -12	H = 0	I = -0.7

COCc1cc(C)nc(SCC(=O)Nc2ccc3c(c2)OCCO3)c1C#N
  A = -0.6	B = 4	C = -1	D = 8	E = 12	F = -0.4	G = 3	H = 2	I = -0.9

In another format: six of the compounds above
The line under a structure holds: Mtb UGM inh	Rv3671c protease	MazEF act	GDH-TPI counter	BoNT F protease	FadD28 FP inh	PrPC TRFRET	FBA Mtb inh	Mtb BioA inh
COc1ccc(CN2Cc3cc(-c4ccccc4)ccc3-n3nncc3C2)cc1
    .	.	.	.	-7	-4.7	-4	1	-0.9
Cc1ccnc(NC(=O)CCC(=O)N(CC(=O)NC(C)(C)C)Cc2ccc3c(c2)OCO3)c1
    -2.0	3	6	1	-22	-0.7	-7	2	.
CC(C)N1CCN(Cc2ccc3c(c2)OCCO3)CC1CCO (stereo not given)
    -1.7	9	6	5	-3	-1.9	1	4	2.4
CCc1cc2cccc(C)c2nc1SCC(=O)NC1CCCC1
    -2.3	2	11	-3	37*	-1.7	5	1	16
CC(=O)Nc1cc(-c2cccc(F)c2)cn2c(-c3ccc(S(C)(=O)=O)cc3)cnc12
    .	.	.	13	-6	-2.0	-3	71*	0.6
CC1(C)CC(N(CCc2ccccc2)Cc2ccccc2)CCO1 (stereo not given)
    5.2	7	-4	-4	-13	-0.7	6	-4	0.1

Next section
Codes – A = Mtb UGM inh; B = Rv3671c protease; C = MazEF act; D = GDH-TPI counter; E = BoNT F protease; F = FadD28 FP inh; G = PrPC TRFRET; H = FBA Mtb inh; I = Mtb BioA inh
Cc1nn2c(COc3ccc(NC(=O)C(C)C)cc3)nnc2c2ccccc12
  A = -1.3	B = 1	C = 8	D = -3	E = 0	F = -2.3	G = 14	H = 0	I = -2.3

CC(=O)c1c(C)[nH]c(C(=O)Nc2cc(S(=O)(=O)N(C)C)ccc2C)c1C
  A = -1.0	B = -4	C = 4	D = 1	E = -1	F = -2.6	G = 5	H = -2	I = .

O=C(N[C@@H]1C[C@H]2CC[C@@H]1C2)c1ccco1
  A = 2.4	B = 5	C = 7	D = 11	E = ?	F = 0.3	G = -7	H = 0	I = -1.1

COc1c(OC(C)=O)ccc(/C=N\NC(=O)c2ccc(Br)cc2)c1[N+](=O)[O-]
  A = -2.9	B = -5	C = 1	D = 16	E = -4	F = -2.0	G = 1	H = 0	I = -2.9

O=C(COc1cccc(F)c1)Nc1ccc2[nH]c(=O)[nH]c2c1
  A = 0.3	B = -8	C = -14	D = 12	E = -4	F = -2.2	G = -1	H = 10	I = .

CC(=O)NC(Cc1ccc(O)cc1)C(=O)NN (stereo not given)
  A = -0.5	B = 1	C = 0	D = -3	E = 3	F = -1.7	G = 0	H = 6	I = .

Cc1ccnn1CC(=O)N/N=C/c1cccs1
  A = -0.7	B = -1	C = 2	D = 11	E = 8	F = 0.5	G = 3	H = 1	I = 0.1

COc1ccccc1CN1CCNC(=O)C1CC(=O)N(C)C1CCOCC1 (stereo not given)
  A = .	B = .	C = -14	D = 4	E = 0	F = -2.0	G = 4	H = 1	I = -2.9

Cc1cccc(C)c1NC(=O)C1(C)CCC(=O)N1C1CC1 (stereo not given)
  A = .	B = .	C = .	D = .	E = 3	F = -2.8	G = -3	H = 0	I = 1.8
